Source: PubChem (several laboratories)
HIF-2a block = HIF-2a reporter inhibitors, primary screen, luminescence, 786-0 RCC cells | 786-0 RCC cells HIF-2a reporter, luciferase luminescence, overnight | inhibition, % at 18.8 µM | 0.72% of 360,000 active | AID 624352, 2012;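 active = inhibition of the luminescence signal of 40% or more relative to plate controls, in a single-dose primary screen at 18.75 µM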
CF NFkB block = inhibitors of PAF-induced NF-kB signaling, primary screen, cell-based, GFP fluorescence, uHTS. KKLEB NF-kB-GFP reporter, GFP fluorescence overnight. inhibition, % at 5 µM. 0.86% of 360,000 active. AID 588850, 2011;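 active = at least 50% inhibition at 5 µM, scaled per plate between neutral and stimulator controls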;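 note: PAF is a Pseudomonas aeruginosa culture filtrate used as stimulus; plate controls were PAF-stimulated DMSO wells for no effect and unstimulated DMSO wells for full effect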
TRPM1 prom inh = inhibitors of MITF-dependent TRPM1 promoter reporter, primary screen, cell-based, SK-MEL-5, single point, luciferase; SK-MEL-5 TRPM1 promoter luciferase, 24 h; inhibition, % at 12.5 µM; 0.83% of 330,000 active; AID 488899, 2010;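 active = mean inhibition across replicates of 60% or more, whatever share of single replicates reaches that level; inconclusive = some that reach 60%, reason not given; inactive = mean inhibition across replicates below 60%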; note: values of inactives mirror those of a sister screen read the other way
Peg3 promoter = Peg3 promoter-driven luciferase inhibitors, primary screen, cell-based, HeLa, luciferase luminescence. HeLa PEG-Prom luciferase reporter, overnight. 1.7% of 360,000 active. inhibition, % at 20 µM;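 active = inhibition of at least 50% at 20 µM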
TWEAK-Fn14 inh = inhibitors of TWEAK-Fn14 signaling, primary screen, luciferase reporter cells, uHTS; TWEAK-stimulated Fn14 reporter cells, luciferase luminescence, 8 h; inhibition, % at 10 µM; 2% of 360,000 active; AID 1159606, 2016; in the data active = inhibition above about 50%
NR2E3 ag-1 = NR2E3 agonists in two-hybrid cells, primary screen, cell-based, luminescence, CHO-S, Gal4-NCOR/VP16-NR2E3 | luciferase | inhibition of corepressor binding, % at 3.98 µM | 0.35% of 360,000 active | AID 602229, 2012;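 active = inhibition above the mean of all tested compounds plus 3 SD, cut at about 70% in these data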;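 note: 0% = DMSO with NR2E3 transfected cells and 100% = cells lacking NR2E3 construct; higher means lower luciferase signal from less NR2E3 corepressor binding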
Target sequence (Q9Y5X4 whole entry, looked up, the tested form may be a part): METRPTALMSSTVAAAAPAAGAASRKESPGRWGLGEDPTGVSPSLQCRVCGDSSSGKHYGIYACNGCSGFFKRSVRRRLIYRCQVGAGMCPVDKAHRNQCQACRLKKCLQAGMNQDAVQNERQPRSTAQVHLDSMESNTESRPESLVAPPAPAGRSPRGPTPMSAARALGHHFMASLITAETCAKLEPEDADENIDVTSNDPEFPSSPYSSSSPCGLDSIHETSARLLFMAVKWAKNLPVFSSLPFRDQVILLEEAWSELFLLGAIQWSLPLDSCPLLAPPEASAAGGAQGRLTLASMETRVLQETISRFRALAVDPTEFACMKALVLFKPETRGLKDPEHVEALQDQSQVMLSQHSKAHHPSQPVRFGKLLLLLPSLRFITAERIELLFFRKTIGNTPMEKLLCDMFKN
NR2E3 ag-2 = inhibitors of NR2E3-RetCOR corepressor binding, primary screen, NR2E3 agonist project, biochemical, TR-FRET, GST-NR2E3, biotin-RetCOR. Photoreceptor-specific nuclear receptor (Homo sapiens), Q9Y5X4. 1536-well. inhibition of corepressor binding, % at 4.78 µM. 0.12% of 320,000 active. AID 2300, 2010;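 active = percent inhibition above the cutoff of mean plus 3 SD of all tested compounds, set per screening campaign, cut at about 20% in these data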;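 note: 0% = DMSO wells and 100% = biotin wells as full block of FRET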
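Material: NR2E3–RetCOR corepressor complex | Quantity: 1.35 nM GST-tagged NR2E3 final | Schedule: 5 h at 4 °C | Replication: Singlicate compound wells | Reagent: RetCOR corepressor, biotinylated, 7 nM | Controls: Biotin wells as high control, 0.6% DMSO wells as low control | Signal: TR-FRET, Eu(K)-anti-GST donor, streptavidin-D2 acceptor, ex 340, em 617/671 nm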
KKLEB cytotox = cytotoxicity in KKLEB CF airway cells, primary screen, cytotoxicity control for CF NF-kB inhibitor project, cell-based, uHTS, fluorescence assay plates; KKLEB CF airway cells viability, ATPlite luminescence, overnight; active compounds read low; cells stimulated with P. aeruginosa culture filtrate; activity change (cytotoxicity), % at 5 µM; 0.36% of 360,000 active;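 active = corrected activity change at or below -50% at 5 µM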
TROY NFkB inh = inhibitors of TROY-driven NF-kB signaling, primary screen, Q293 LMP1-TROYcd cells, NF-kB luciferase, uHTS; Q293 LMP1-TROYcd NF-kB luciferase reporter, 4 h; inhibition, % at 10 µM; 0.98% of 360,000 active; AID 1347056, 2019;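 active = compounds whose plate-normalised and pattern-corrected inhibition of the luciferase reporter signal at the single screening dose is 50% or more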
C8 TRAIL sens = viability loss with TRAIL in NB7+C8 cells, primary screen, TRAIL sensitizer project, cell-based, ATPlite luminescence. inhibition (viability loss, TRAIL sensitization), % at 10 µM. AID 624354, 2012. 1% of 360,000 active;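 active = compounds causing at least 50% loss of cell viability in the single-dose screen, relative to plate controls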
Shn3 3UTR inh = reduction of Shn3 3'UTR firefly luciferase signal, primary screen, Schnurri-3 inhibitor project, cell-based, Clone20 osteoblasts, set 2; Clone20 osteoblast Shn3 3'UTR firefly luciferase, 24 h; inhibition, % at 12.5 µM; 0.52% of 360,000 active; AID 588674, 2011;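 active = mean inhibition of at least 75% with every replicate also reaching 75%; inconclusive = mean inhibition at least 75% but some replicate below; inactive = mean inhibition below 75%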;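 note: 0% = median of neutral control wells and 100% = pilot-screen positive control compound; some compounds past the cut are filed as inactive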
* = called active by the depositor; ? = inconclusive; nt = no result given. Not all compounds are listed, so the mix of outcomes need not match the whole.

SMILES | HIF-2a block | CF NFkB block | TRPM1 prom inh | Peg3 promoter | TWEAK-Fn14 inh | NR2E3 ag-1 | NR2E3 ag-2 | KKLEB cytotox | TROY NFkB inh | C8 TRAIL sens | Shn3 3UTR inh
CCNc1sc(C(=O)c2cccs2)c(N)c1C#N | 11 | -19 | -1 | 11 | -3 | 15 | -2 | 4 | 12 | 9 | -9
COc1cc(C(=O)NNC(=O)c2ccco2)cc(OC)c1OC | -6 | 17 | -13 | 3 | 1 | -14 | 4 | -4 | 0 | -15 | 21
COc1ccc([C@H]2/C=C\CN(S(=O)(=O)c3ccc(C)cc3)[C@@H](C)C(=O)N2Cc2ccc(F)cc2)cc1 | 8 | -6 | 4 | 16 | 2 | -9 | -2 | -9 | 14 | 2 | 6
CCOC(=O)C1(Cc2ccccc2C(F)(F)F)CCN(C(C)CCn2cccn2)CC1 (stereo not drawn) | 2 | 6 | 5 | -2 | -19 | 21 | 1 | -1 | -7 | 7 | 15
COC(=O)c1ccccc1NC(=O)/C=C/c1cc(OC)c(OC)c(OC)c1 | -9 | 24 | -12 | 21 | 21 | -9 | 1 | -26 | 1 | -8 | 5
O=C(Oc1c(CN2CCOCC2)cc(Cl)c2cccnc12)c1ccccc1Cl | 5 | 23 | 76* | 50* | 7 | 36 | 2 | 12 | 7 | 54* | ?
O=C(Nc1nc2c(Br)cccc2s1)C1CC1 | -102 | -1 | nt | -38 | 22 | -13 | 2 | -4 | -8 | 12 | 9
Cn1nnnc1SCC(=O)Nc1nc2c(s1)CCCC2 | -170 | 4 | -98 | -174 | 29 | -131 | -1 | 0 | -7 | -2 | -37
Cc1cc(N=Nc2ccc(C)c(N=Nc3cc(C)c(N)cc3N)c2)c(N)cc1N | -76 | -10 | 2 | -51 | 69* | -143 | -5 | 1 | 49 | 51* | 20
CC(C)NC(=O)c1ccccc1NC(=O)C(C)Oc1ccccc1 (stereo not drawn) | 20 | -16 | 1 | 1 | -5 | 22 | -1 | 1 | 8 | 10 | 11
O=c1[nH]cc(C=NNc2ccccc2)c(=O)[nH]1 | 7 | 8 | nt | -5 | -2 | 11 | nt | 12 | 5 | -6 | -3
CCOC(=O)Cn1c(=O)oc2cc(S(=O)(=O)N(C)Cc3ccco3)ccc21 | 14 | -14 | nt | 1 | 14 | 11 | 0 | 7 | -22 | -10 | 0
CCc1cccc(NC(=S)N(CCCOC(C)C)C2CCN(C(C)=O)CC2)c1 | 11 | -10 | 13 | 9 | -4 | -3 | 1 | -2 | 7 | 2 | 21
CCn1cc(CN2CCCC(C(=O)Nc3ccc(-c4cscn4)cc3)C2)c(C)n1 (stereo not drawn) | -4 | 2 | 1 | -7 | 11 | -3 | 3 | -2 | -7 | 0 | -10
O=C(NCc1cccs1)c1cc(-c2cccs2)on1 | -221 | -8 | -71 | -259 | -34 | -93 | -1 | 5 | -41 | 4 | -61
CCOC(=O)N1CCC(N2Cc3cccc(C(=O)Nc4ccc(F)cc4)c3C2=O)CC1 | 3 | 4 | -3 | 28 | 18 | -2 | 0 | -10 | 15 | -2 | -4
CNc1nc(SC(C)C(=O)Nc2ccc(Cl)c(Cl)c2)nc(N2CCOCC2)n1 (stereo not drawn) | 20 | 20 | -4 | 28 | -24 | 1 | 0 | -17 | 3 | -3 | 27
CC1CC(C)CN(C(=O)CCc2nnc3ccc(N4CCCCC4)nn23)C1 (stereo not drawn) | -1 | 23 | -6 | 12 | -3 | -22 | -3 | -2 | 2 | 2 | 3
CCOC(=O)Cc1csc(N/N=C\c2cccc(Br)c2)n1 | 16 | -1 | 7 | -50 | 39 | -23 | -5 | -2 | -29 | 7 | 10
COc1cc(Cl)c(CN2CCC(CO)(CCOc3ccccc3)CC2)cc1OC | 5 | -16 | -4 | 5 | -9 | 2 | 0 | -21 | 2 | 6 | 22
CCCOC(=O)C(C)n1c(-c2ccccc2)nc2ccccc2c1=O (stereo not drawn) | 3 | -1 | 1 | 4 | -10 | 4 | -1 | -6 | -32 | 9 | -9
CC(C)n1cc(CN2CCC(Oc3ccc(C(=O)N4CCCC4)cc3)CC2)cn1 | 13 | 20 | -5 | 18 | -6 | 3 | 1 | -9 | -3 | -2 | -1
COC(=O)c1ccc(CSc2nnc(CNC(=O)COc3ccc(Cl)cc3)o2)o1 | 6 | 2 | 13 | -3 | 6 | -11 | 2 | 1 | 6 | 1 | 18
COc1ccc([C@@H]2[C@@H]3C(=O)N(C(C)(C)C)C(=O)[C@@H]3[C@]3(C)C(=O)N(c4cccc(F)c4)C(=O)N23)cc1 | 16 | -29 | -4 | -1 | -2 | -2 | -2 | 8 | -1 | 13 | -6
c1ccc(-c2cn3c(n2)-c2ccccc2C3)cc1 | -8 | -3 | 18 | -6 | 72* | -111 | 2 | -29 | 33 | 69* | 4
COc1ccc(-c2c(-c3ccc(OCC(=O)NN)cc3O)n[nH]c2C)cc1 | 17 | -19 | 2 | 1 | -13 | -8 | -2 | 7 | -17 | 7 | 12
O=C(Nc1cccc([N+](=O)[O-])c1)c1cnccn1 | -3 | 0 | 2 | -22 | -13 | -7 | 1 | -4 | -1 | -1 | -6
Cc1cccc(NC(=O)c2ccc(COc3ccccc3)o2)n1 | -242 | 23 | -24 | -169 | -27 | 16 | 1 | -13 | -12 | 3 | -42
CC(C)n1c(SCC(=O)Nc2ccccc2)nc2c1c(=O)n(C)c(=O)n2C | 18 | -1 | -4 | 10 | -1 | -33 | 1 | -11 | -7 | 0 | 19
O=C(CSCc1cccc(Cl)c1)OCc1nc2ccsc2c(=O)[nH]1 | 5 | 12 | -4 | -2 | -8 | 21 | -1 | -7 | 5 | -3 | -6
Cn1c(N2CCOCC2)c(C#N)c2ccccc21 | 1 | 11 | 5 | 8 | 3 | 17 | -5 | 3 | 0 | 12 | -1
Cc1ccccc1NC(=O)CCN1CCN(CCO)CC1 | 26 | 4 | 10 | 4 | 20 | -17 | -1 | 6 | 12 | -8 | 11
Cc1ccccc1CN1C(=O)c2ccccc2C1c1nnnn1C(C)C (stereo not drawn) | 12 | nt | nt | nt | 4 | -6 | nt | nt | -3 | 0 | nt
COc1ccc(NC(=O)C2Cc3ccccc3CN2C(=O)c2ccco2)cc1 (stereo not drawn) | -178 | -15 | -12 | -146 | -10 | -73 | -1 | -2 | -36 | -1 | -21
Cc1ccc(F)cc1NC(=O)COC(=O)C1CCN(c2ccc(C(F)(F)F)cn2)CC1 | 0 | 3 | -4 | -3 | -25 | -19 | 0 | 7 | -20 | -1 | -14
CC(C)n1c(=O)[nH]c(=O)n1C(C)C | 12 | 2 | 10 | 3 | -5 | -18 | nt | 10 | 8 | -2 | -8
Nc1nc(CSC(=S)N2CCOCC2)nc(Nc2ccccc2)n1 | -178 | 17 | -112 | -294 | -1 | -25 | -1 | -7 | -71 | 22 | -67
CCOc1ccc(NC(=O)CCCN2C(=O)C(c3ccccc3)Oc3cccnc32)cc1 (stereo not drawn) | 5 | 23 | 14 | 8 | 27 | 12 | 0 | -26 | -14 | -5 | -12
O=C(c1cccc(-c2cccc3nccn23)c1)N1CCOCC1 | -3 | -12 | nt | -9 | 5 | -22 | nt | -2 | 4 | 4 | -17
CCc1ccccc1NC(=O)CSc1nc2ccccc2n1CC(=O)N1CCCC1 | 19 | 2 | 13 | 2 | 0 | -13 | 0 | 1 | 0 | 2 | -7
CC(=O)N/C(=C/c1ccccc1)C(=O)NC(Cc1ccccc1)C(=O)O (stereo not drawn) | 11 | 1 | -3 | 1 | 32 | 12 | 0 | -6 | -10 | 4 | -6
COc1ccc(C2=NN(S(C)(=O)=O)C(c3ccc4nccnc4c3)C2)cc1 (stereo not drawn) | -182 | 13 | -36 | -152 | -19 | -84 | 0 | -18 | -38 | 12 | -27
CC1CCC2(CC1)NC(=S)N(C(C)(C)C)N2 (stereo not drawn) | 18 | -7 | 0 | 0 | 7 | -1 | 0 | 14 | -5 | 1 | 3
COc1ccc(CNC(=O)N2CCN(S(=O)(=O)c3ccc(C)cc3C)CC2)cc1 | 10 | -16 | -7 | 22 | -13 | -9 | 1 | 11 | -13 | 2 | -4
CC1Cc2ccccc2N1C(=O)C1CCCN(S(=O)(=O)c2cccc3nsnc23)C1 (stereo not drawn) | 15 | 22 | 16 | 29 | 17 | -5 | -1 | -2 | 12 | -2 | 12
Cc1ccc2cc(CCNC(=O)Cc3cccs3)c(=O)[nH]c2c1 | -2 | -26 | nt | 14 | -13 | -8 | 2 | 8 | 0 | 1 | -27
COc1ccc(S(=O)(=O)NCCC(=O)NCc2ccc(F)cc2)cc1 | 10 | 6 | 0 | -4 | 9 | 4 | -4 | 0 | 4 | -5 | -18
CC(=O)Nc1ccc(NC(=O)C/C(C)=N/NC(=O)c2cccc3ccccc23)cc1 | 3 | -2 | 16 | 7 | 9 | -68 | 3 | -13 | -15 | 16 | -15
Cc1ccn(CC(=O)N2CCCC(N3CCN(c4cccc(Cl)c4)CC3)C2)n1 (stereo not drawn) | -50 | -13 | -4 | -6 | 0 | -38 | -2 | 11 | -33 | 6 | -22
Cc1cccn2cc(-c3ccc(Cl)cc3)nc12 | -147 | -35 | -7 | -83 | 53* | -139 | 5 | 1 | 9 | 35 | -53
O=C1OC[C@@H]2CCCN2C(=O)[C@@H](CC(=O)N(CCO)Cc2ccccc2)C/C=C\C[C@H]1Cc1ccc(F)cc1 | 6 | 4 | -6 | 40 | 13 | 25 | nt | 1 | -8 | -12 | 10

Complete entries, looked up by structure:
Cc1ccn(CC(=O)N2CCCC(N3CCN(c4cccc(Cl)c4)CC3)C2)n1 (stereo not drawn) in the list: HIF-2a block: -50; CF NFkB block: -13; TRPM1 prom inh: -4; Peg3 promoter: -6; TWEAK-Fn14 inh: 0; NR2E3 ag-1: -38; NR2E3 ag-2: -2; KKLEB cytotox: 11; TROY NFkB inh: -33; C8 TRAIL sens: 6; Shn3 3UTR inh: -22
Cc1cccn2cc(-c3ccc(Cl)cc3)nc12 in the list: HIF-2a block: -147; CF NFkB block: -35; TRPM1 prom inh: -7; Peg3 promoter: -83; TWEAK-Fn14 inh: 53*; NR2E3 ag-1: -139; NR2E3 ag-2: 5; KKLEB cytotox: 1; TROY NFkB inh: 9; C8 TRAIL sens: 35; Shn3 3UTR inh: -53
